# Screening results (PubChem BioAssay)
# Tn7 DDE FP = inhibitors of Tn7 peptide binding to fibrin DD(E), primary screen, biochemical, fluorescence polarization, human fibrin, Tn7 probe | AID 720508, 2013 | 370,000 compounds, 0.13% hits | inhibition, % at 8.3 µM | FP displacement of FITC-Tn7 peptide from fibrin DD(E); 0% = median of compound wells per plate;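 active = inhibition above the mean of compounds falling within the control limits plus 3 SD of them, cut at about 14% in these data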;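 also: 0% = plate median of compound wells and 100% = 10 µM Aha-Tn7 peptide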
#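 Test system: human clot-derived fibrin DD(E) complex / Quantity: 2 µM final DD(E) protein / Incubation: 10 min plus 3 h, room temperature / Measured by: fluorescence polarization / Benchmarks: high control of 10 µM Aha-Tn7 peptide / Replicates: singlicate testing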
# ADAM17 inh = ADAM17 inhibitors, primary screen, biochemical, QFRET; 370,000 compounds, 0.83% hits; Disintegrin and metalloproteinase domain-containing protein 17 (Homo sapiens), P78536; AID 720648, 2013; inhibition, % at 6.95 µM; recombinant ADAM17, EDANS/DABCYL FRET peptide cleavage;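 active = inhibition above the mean of compounds lying between control limits plus 3 SD, set per campaign, cut at about 8.5% in these data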;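 also: 0% = DMSO-only wells as the low control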
# SIAE primary = human SIAE inhibitors, primary screen, biochemical, fluorescence polarization, FP-Rh probe, 1536-well HTS | inhibition, % at 9.66 µM | 370,000 compounds, 0.69% hits | SIAE FP-Rh probe binding;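 active = inhibition above a cutoff: mean of compounds within the control limits plus 3 SD of those, cut at about 17% in these data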;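 also: 0% = plate median of compound wells and 100% = probe without SIAE protein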
# Target sequence (Q9HAT2 whole entry, looked up): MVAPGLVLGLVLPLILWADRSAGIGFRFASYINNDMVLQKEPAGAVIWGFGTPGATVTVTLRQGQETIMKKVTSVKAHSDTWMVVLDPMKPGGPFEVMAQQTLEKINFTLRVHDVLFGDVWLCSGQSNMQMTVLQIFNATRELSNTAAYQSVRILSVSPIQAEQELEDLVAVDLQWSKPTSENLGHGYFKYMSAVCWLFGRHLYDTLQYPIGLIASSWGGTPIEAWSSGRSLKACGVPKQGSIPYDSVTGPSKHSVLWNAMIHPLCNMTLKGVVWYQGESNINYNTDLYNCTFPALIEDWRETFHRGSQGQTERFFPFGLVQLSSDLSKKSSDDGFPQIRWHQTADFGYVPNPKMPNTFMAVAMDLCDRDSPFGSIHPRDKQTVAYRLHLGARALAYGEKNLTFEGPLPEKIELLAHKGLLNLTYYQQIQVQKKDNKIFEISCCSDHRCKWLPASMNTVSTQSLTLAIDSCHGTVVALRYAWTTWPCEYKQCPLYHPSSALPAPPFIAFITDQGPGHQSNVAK
# ARFGAP1 inh = inhibitors of rat ARFGAP1 GAP activity, primary screen, biochemical, fluorescence polarization, GDP tracer; ADP-ribosylation factor GTPase-activating protein 1 (Rattus norvegicus), Q62848; Arfgap1-stimulated ARF1 GTP hydrolysis, GDP FP detection; inhibition, % at 16.5 µM; 360,000 compounds, 0.26% hits;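 active = inhibition above a per-plate limit, mean inhibition of low control wells plus 3 SD, cut at about 25% in these data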;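 also: 0% = DMSO wells with enzyme and 100% = wells lacking Arfgap1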
# Target sequence (Q62848 1-136 limits assumed): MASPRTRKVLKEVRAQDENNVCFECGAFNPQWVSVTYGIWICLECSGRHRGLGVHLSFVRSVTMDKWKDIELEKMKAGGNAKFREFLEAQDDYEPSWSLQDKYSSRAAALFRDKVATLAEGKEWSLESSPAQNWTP
#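 System: truncated rat Arfgap1 GAP domain / Medium: HEPES-based buffer, pH 7.5 / Also added: N-terminally truncated human ARF1-GTP substrate / Incubation: enzyme reaction 120 min at 25 °C after 20 min preincubation / Measured by: FP of antibody-bound GDP Alexa 633 tracer, ex 620/em 688 nm / Replicates: singlicate, each compound tested once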
# ASAP1 GAP inh = inhibitors of human ASAP1 ArfGAP activity, primary screen, biochemical, fluorescence polarization | ASAP1-stimulated ARF1 GTP hydrolysis, GDP FP detection | inhibition, % at 16.5 µM | Arf-GAP with SH3 domain, ANK repeat and PH domain-containing protein 1 (Homo sapiens), … | 360,000 compounds, 0.19% hits; in the data active = inhibition above about 25%;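 also: 0% = vehicle with enzyme and substrate and 100% = no enzyme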
# DDE Tn6 FP inh = inhibitors of Tn6 peptide binding to fibrin DD(E), primary screen, biochemical, fluorescence polarization, human fibrin, Tn6 probe | Fibrinogen beta chain (Homo sapiens), P02675 | Fibrin DD(E) TRITC-Tn6 fluorescence polarization displacement | inhibition, % at 8.3 µM | 370,000 compounds, 0.21% hits | AID 720509, 2013;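 active = inhibition above a per-campaign cutoff: mean of compounds within control limits plus 3 SD, cut at about 15% in these data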;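 also: 0% = median of all compound wells on the plate and 100% = blocking peptide control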
# TDP2 inh = human TDP2 enzyme inhibitors, primary screen, biochemical, epi absorbance, recombinant enzyme; Tyrosyl-DNA phosphodiesterase 2 (Homo sapiens), O95551; AID 720702, 2013; 370,000 compounds, 0.34% hits; T5PNP hydrolysis, p-nitrophenol absorbance 415 nm; inhibition, % at 12.8 µM;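 active = inhibition above the mean of all tested compounds plus 3 SD, set per campaign, cut at about 25% in these data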;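 also: 0% = DMSO with enzyme and 100% = buffer with substrate but no TDP2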
#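 System – recombinant human TDP2 · Quantity – TDP2 enzyme at 120 nM final · Doses – single concentration, 12.8 µM nominal, with 1% DMSO · Incubation – 2 h at 37 °C · Measured by – epi absorbance of p-nitrophenol freed from T5PNP by hydrolysis · Read-out – % inhibition relative to enzyme-containing and enzyme-free wells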
# PLCg1 inh = PLC-gamma1 enzyme inhibitors, primary screen, biochemical, fluorescence, purified enzyme. fluorogenic substrate. inhibition, % at 12.2 µM. 370,000 compounds, 0.84% hits. AID 720700, 2013; in the data active = inhibition above about 9.5%
# PLCb3 inh = human PLC-beta3 inhibitors, primary screen, biochemical, fluorescence. AID 720704, 2013. inhibition, % at 12.2 µM. 370,000 compounds, 0.18% hits. 1-phosphatidylinositol 4,5-bisphosphate phosphodiesterase beta-3 (Homo sapiens), Q01970. Purified PLC-beta3, fluorogenic substrate; in the data active = inhibition above about 11%;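 also: 0% = median of compound wells on plate and 100% = full blocker control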
# ADAM10 inh = human ADAM10 inhibitors, primary screen, biochemical, QFRET, HTS. Disintegrin and metalloproteinase domain-containing protein 10 (Homo sapiens), O14672. recombinant ADAM10, EDANS/DABCYL FRET peptide cleavage, 3 h. inhibition, % at 7 µM. 370,000 compounds, 0.62% hits;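 active = inhibition above a per-campaign cutoff equal to the mean of compounds falling between control-based bounds plus 3 SD, cut at about 20% in these data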;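 also: 0% = DMSO wells while the 100% control is not disclosed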
# * = called active by the depositor; / = not tested or not shown. Random draw from the library; overall some 3.6% were active at least once.
1	Cc1ccc(C(=O)OCC(=O)NC2CC2)cc1S(=O)(=O)N1CCOCC1
2	CCOC(=O)Cn1c(-c2ccccc2)nc2ccccc2c1=O
3	CCn1c(CNc2ccc(OC)cc2)nnc1SCC(=O)c1ccc(OC)cc1
4	Cc1csc2c(=O)sc(NC(=O)c3ccc(F)cc3Cl)nc12
5	C=C(C)C#CCNCc1ccccc1
6	COc1ccc2nc(SCC(=O)/C(C#N)=C(\C)N)[nH]c2c1
7	CCc1ccc(NC(=O)Nc2c(C)n(C)n(-c3ccccc3)c2=O)cc1
8	CC(=O)SC(C)CC(=O)Nc1ccccc1 (stereo not drawn)

Screen / compound no.	1	2	3	4	5	6	7	8
Tn7 DDE FP	-4	1	-3	0	0	8	7	1
ADAM17 inh	-4	-2	-3	-3	-4	0	-1	2
SIAE primary	-9	-1	6	-11	2	2	3	9
ARFGAP1 inh	2	4	5	10	/	-7	7	-6
ASAP1 GAP inh	-3	26*	2	4	/	-20	-10	-16
DDE Tn6 FP inh	6	5	3	-2	0	-1	6	0
TDP2 inh	-6	7	3	-1	8	8	-7	-7
PLCg1 inh	2	0	0	-2	-2	0	-1	8
PLCb3 inh	-1	-1	0	-10	0	-2	0	4
ADAM10 inh	0	0	-4	11	-6	3	4	17

9	O=C(NN1C(=O)/C(=C/c2cccs2)SC1=S)c1cccnc1
10	CN(C)S(=O)(=O)c1cccc(COC(=O)CN2CCCCCC2=O)c1
11	COc1ccccc1OCc1ccc(C(=O)N2CCN(C)CC2)o1
12	COCC(=O)N(Cc1cc2cccc(C)c2[nH]c1=O)c1ccccc1
13	CC(=O)Nc1ccc(S(=O)(=O)NCc2nc(-c3ccc(C)cc3)no2)cc1
14	Cc1cccc([C@@H]2C[C@H]3CN(Cc4cccc(Cl)c4)C(=O)[C@]34CCCN24)n1
15	COC(=O)c1ccc(NC(=O)C23CC4CC(C2)CC(n2cnc(Cl)n2)(C4)C3)cc1
16	COc1ccccc1N1CCN(C(=O)c2cc(C(=O)N3CCN(c4ccccc4OC)CC3)cc([N+](=O)[O-])c2)CC1

Screen / compound no.	9	10	11	12	13	14	15	16
Tn7 DDE FP	3	-11	7	3	2	1	-3	2
ADAM17 inh	1	-5	-3	-13	0	1	-4	-1
SIAE primary	4	1	7	5	2	7	9	-5
ARFGAP1 inh	2	-12	-2	-6	8	1	6	-3
ASAP1 GAP inh	7	4	-7	2	-4	6	3	-13
DDE Tn6 FP inh	6	-7	7	5	13	-1	-2	2
TDP2 inh	-20	-2	6	6	-10	1	6	24
PLCg1 inh	-1	-2	-2	-1	-1	5	1	2
PLCb3 inh	-11	-4	-3	-8	-7	-1	0	-2
ADAM10 inh	1	-6	-1	-26	2	-4	2	3

17	Cc1ccc(NC(=O)COC(=O)c2ccc3c(c2)NC(=O)C2CCCN32)cc1C (stereo not drawn)
18	CN(C)S(=O)(=O)c1ccc(C(=O)NCc2nc3ccccc3s2)cc1
19	CCOc1ccc(S(=O)(=O)N(C)c2ccc(OCC(=O)NCC3CCCO3)cc2)cc1 (stereo not drawn)
20	CCOC(=O)c1ccc(NC(=O)c2cn(CCC#N)nc2-c2ccc3c(c2)OCCO3)cc1
21	Cc1ccc(NC(=O)C2CC(=O)NC(N3CCCCC3)=N2)cc1Cl (stereo not drawn)
22	COC(=O)CCC(=O)Nc1nnc(C(F)(F)F)s1
23	CCCC1(C(=O)O)NC(c2ccccc2O)C2C(=O)N(Cc3ccccc3)C(=O)C21 (stereo not drawn)
24	O=C(COC(=O)c1ccc(OC(F)(F)F)cc1)Nc1ncccn1

Screen / compound no.	17	18	19	20	21	22	23	24
Tn7 DDE FP	1	-2	4	-3	0	-8	-6	-7
ADAM17 inh	-11	-3	-5	3	-9	-5	-4	-4
SIAE primary	-29	-12	-2	-18	-3	5	0	-1
ARFGAP1 inh	13	11	4	6	-6	0	-15	-2
ASAP1 GAP inh	12	7	2	11	21	-2	7	6
DDE Tn6 FP inh	-12	-4	5	8	0	8	4	6
TDP2 inh	12	2	-7	7	12	6	0	-3
PLCg1 inh	-46	-2	2	0	-1	-1	-3	-10
PLCb3 inh	-60	-10	-2	3	1	3	-2	-17
ADAM10 inh	-50	2	1	6	-6	-1	-13	-22

# Copied from above, compounds 19 to 24
19	CCOc1ccc(S(=O)(=O)N(C)c2ccc(OCC(=O)NCC3CCCO3)cc2)cc1 (stereo not drawn)
20	CCOC(=O)c1ccc(NC(=O)c2cn(CCC#N)nc2-c2ccc3c(c2)OCCO3)cc1
21	Cc1ccc(NC(=O)C2CC(=O)NC(N3CCCCC3)=N2)cc1Cl (stereo not drawn)
22	COC(=O)CCC(=O)Nc1nnc(C(F)(F)F)s1
23	CCCC1(C(=O)O)NC(c2ccccc2O)C2C(=O)N(Cc3ccccc3)C(=O)C21 (stereo not drawn)
24	O=C(COC(=O)c1ccc(OC(F)(F)F)cc1)Nc1ncccn1

Screen / compound no.	19	20	21	22	23	24
Tn7 DDE FP	4	-3	0	-8	-6	-7
ADAM17 inh	-5	3	-9	-5	-4	-4
SIAE primary	-2	-18	-3	5	0	-1
ARFGAP1 inh	4	6	-6	0	-15	-2
ASAP1 GAP inh	2	11	21	-2	7	6
DDE Tn6 FP inh	5	8	0	8	4	6
TDP2 inh	-7	7	12	6	0	-3
PLCg1 inh	2	0	-1	-1	-3	-10
PLCb3 inh	-2	3	1	3	-2	-17
ADAM10 inh	1	6	-6	-1	-13	-22
